# Screens deposited in PubChem by National Center for Advancing Translational Sciences (NCATS).
# POLK inh – inhibitors of human DNA polymerase kappa; AID 588579; actives 0.53% (n = 400,000); Q9UBT6; purified Pol kappa, fluorescent DNA synthesis assay, 10 min; Potency, µM (titrated, usually from 107 µM), inactives show at the highest dose activity, negative = inhibition, actives largely listed as inhibitors; further: on the % scale 0 is the no-effect control and ±100 the full control effect
#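 Activity was followed as the change in fluorescence between reads at 0 and 10 min after starting the reaction with 50 nM substrate. Beforehand, 10 nM polymerase had been preincubated with compound for 15 min at room temperature.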
# APEX1 inh – inhibitors of human APE1 endonuclease; P27695; AID 2517; recombinant APE1, TAMRA/BHQ-2 abasic DNA cleavage fluorescence; Potency, µM (doses to about 65.8 µM), for inactives: at the top dose activity change, negative = inhibition, usual class: inhibitors; actives 0.35% (n = 350,000);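 further: plate controls were vehicle for no effect and reference inhibitor for full effect; nearly all actives have a fitted effect of over 55% in size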
#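 Compound pre-exposure to 0.75 nM APE1, 15 min at ambient temperature. Reaction initiated with 50 nM TAMRA/BHQ-2 THF substrate, read immediately in kinetic mode, 525 nm excitation, 598 nm emission.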
# POLB inh – blocks human DNA polymerase beta activity; P06746; Pol beta primer extension/strand displacement, fluorescence kinetic; Potency, µM (doses to about 114 µM), for inactives: at the highest dose activity change, negative = inhibition, usual class: inhibitors; actives 1.3% (n = 340,000); AID 485314; further: on the % scale 0 is the no-effect control and ±100 the full control effect
#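 Reaction started by 50 nM substrate onto compound-treated Pol beta (10 nM, 15 min preincubation, room temperature); plates read at 0 min and 10 min. Normalized concentration-effect data fitted by four-parameter Hill equation.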
# POLI inh – blocks human DNA polymerase iota activity; Q9UNA4; Pol iota fluorescent replication assay, 10 min; Potency, µM (titrated, usually from 115 µM), for the others: at the top dose activity, negative = inhibition, actives largely listed as inhibitors; actives 1% (n = 390,000)
#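 Fluorescent replication assay read twice, at 0 min and 10 min after adding 50 nM (final) substrate. Enzyme (10 nM) and compounds were first incubated 15 min at room temperature; enzyme-free buffer wells were negative controls.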
# G9a inh – blocks human histone lysine methyltransferase G9a. Q96KQ7. G9a H3K9 monomethylation, AlphaScreen, 2 h. Potency, µM (titrated, usually from 102 µM), inactives show top-dose activity, negative = inhibition, usual class: inhibitors. actives 8.8% (n = 350,000); further: on the % scale 0 is the no-effect control and ±100 the full control effect; nearly all actives have a fitted effect of over 75% in size
#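 Compounds were preincubated with 20 nM G9a for 15 min, after which biotinylated H3K9 peptide (500 nM) and SAM (20 uM) started a 2 h room-temperature reaction. Monomethylated product was quantified by antibody-based AlphaScreen chemiluminescence.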
# Apoferritin bind – binds horse apoferritin like a general anesthetic | apoferritin/1-aminoanthracene competitive binding, fluorescence | P02791 | Potency, µM (titrated, usually from 77.5 µM), for inactives: top-dose activity change, negative = displacement, actives largely listed as inhibitors | actives 0.074% (n = 350,000) | AID 485281; further: on the % scale 0 is the no-effect control and ±100 the full control effect; nearly all actives have a fitted effect of over 20% in size
#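 Steps: apoferritin (10 uM) was premixed with half-saturated 1-AMA in PBS, compounds were pin-transferred, plates stood 10 min at room temperature, fluorescence was read at 380/535 nm, and curves were fitted with a Hill equation.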
# Pol eta inh – blocks human DNA polymerase eta activity | Potency, µM (series often up to 114 µM), without a hit: at the top dose activity change, negative = inhibition, most hits filed as inhibitors | Q9Y253 | actives 1.2% (n = 390,000) | recombinant Pol eta, fluorescent DNA replication assay | AID 588591; further: on the % scale 0 is the no-effect control and ±100 the full control effect
#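 Fluorescent replication assay: 50 nM final substrate added after a 15 min room-temperature compound preincubation with 10 nM enzyme. Signal taken at 0 min and again at 10 min.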
# BAZ2B block – BAZ2B (human) inhibition; AlphaScreen BAZ2B-H3K14Ac peptide displacement; Potency, µM (doses to about 114 µM), inactives show top-dose activity change, negative = inhibition, usual class: inhibitors; actives 4.4% (n = 360,000); AID 504333; further: on the % scale 0 is the no-effect control and ±100 the full control effect; nearly all actives have a fitted effect of over 60% in size
# Target sequence (Q9UIF8 whole entry, looked up): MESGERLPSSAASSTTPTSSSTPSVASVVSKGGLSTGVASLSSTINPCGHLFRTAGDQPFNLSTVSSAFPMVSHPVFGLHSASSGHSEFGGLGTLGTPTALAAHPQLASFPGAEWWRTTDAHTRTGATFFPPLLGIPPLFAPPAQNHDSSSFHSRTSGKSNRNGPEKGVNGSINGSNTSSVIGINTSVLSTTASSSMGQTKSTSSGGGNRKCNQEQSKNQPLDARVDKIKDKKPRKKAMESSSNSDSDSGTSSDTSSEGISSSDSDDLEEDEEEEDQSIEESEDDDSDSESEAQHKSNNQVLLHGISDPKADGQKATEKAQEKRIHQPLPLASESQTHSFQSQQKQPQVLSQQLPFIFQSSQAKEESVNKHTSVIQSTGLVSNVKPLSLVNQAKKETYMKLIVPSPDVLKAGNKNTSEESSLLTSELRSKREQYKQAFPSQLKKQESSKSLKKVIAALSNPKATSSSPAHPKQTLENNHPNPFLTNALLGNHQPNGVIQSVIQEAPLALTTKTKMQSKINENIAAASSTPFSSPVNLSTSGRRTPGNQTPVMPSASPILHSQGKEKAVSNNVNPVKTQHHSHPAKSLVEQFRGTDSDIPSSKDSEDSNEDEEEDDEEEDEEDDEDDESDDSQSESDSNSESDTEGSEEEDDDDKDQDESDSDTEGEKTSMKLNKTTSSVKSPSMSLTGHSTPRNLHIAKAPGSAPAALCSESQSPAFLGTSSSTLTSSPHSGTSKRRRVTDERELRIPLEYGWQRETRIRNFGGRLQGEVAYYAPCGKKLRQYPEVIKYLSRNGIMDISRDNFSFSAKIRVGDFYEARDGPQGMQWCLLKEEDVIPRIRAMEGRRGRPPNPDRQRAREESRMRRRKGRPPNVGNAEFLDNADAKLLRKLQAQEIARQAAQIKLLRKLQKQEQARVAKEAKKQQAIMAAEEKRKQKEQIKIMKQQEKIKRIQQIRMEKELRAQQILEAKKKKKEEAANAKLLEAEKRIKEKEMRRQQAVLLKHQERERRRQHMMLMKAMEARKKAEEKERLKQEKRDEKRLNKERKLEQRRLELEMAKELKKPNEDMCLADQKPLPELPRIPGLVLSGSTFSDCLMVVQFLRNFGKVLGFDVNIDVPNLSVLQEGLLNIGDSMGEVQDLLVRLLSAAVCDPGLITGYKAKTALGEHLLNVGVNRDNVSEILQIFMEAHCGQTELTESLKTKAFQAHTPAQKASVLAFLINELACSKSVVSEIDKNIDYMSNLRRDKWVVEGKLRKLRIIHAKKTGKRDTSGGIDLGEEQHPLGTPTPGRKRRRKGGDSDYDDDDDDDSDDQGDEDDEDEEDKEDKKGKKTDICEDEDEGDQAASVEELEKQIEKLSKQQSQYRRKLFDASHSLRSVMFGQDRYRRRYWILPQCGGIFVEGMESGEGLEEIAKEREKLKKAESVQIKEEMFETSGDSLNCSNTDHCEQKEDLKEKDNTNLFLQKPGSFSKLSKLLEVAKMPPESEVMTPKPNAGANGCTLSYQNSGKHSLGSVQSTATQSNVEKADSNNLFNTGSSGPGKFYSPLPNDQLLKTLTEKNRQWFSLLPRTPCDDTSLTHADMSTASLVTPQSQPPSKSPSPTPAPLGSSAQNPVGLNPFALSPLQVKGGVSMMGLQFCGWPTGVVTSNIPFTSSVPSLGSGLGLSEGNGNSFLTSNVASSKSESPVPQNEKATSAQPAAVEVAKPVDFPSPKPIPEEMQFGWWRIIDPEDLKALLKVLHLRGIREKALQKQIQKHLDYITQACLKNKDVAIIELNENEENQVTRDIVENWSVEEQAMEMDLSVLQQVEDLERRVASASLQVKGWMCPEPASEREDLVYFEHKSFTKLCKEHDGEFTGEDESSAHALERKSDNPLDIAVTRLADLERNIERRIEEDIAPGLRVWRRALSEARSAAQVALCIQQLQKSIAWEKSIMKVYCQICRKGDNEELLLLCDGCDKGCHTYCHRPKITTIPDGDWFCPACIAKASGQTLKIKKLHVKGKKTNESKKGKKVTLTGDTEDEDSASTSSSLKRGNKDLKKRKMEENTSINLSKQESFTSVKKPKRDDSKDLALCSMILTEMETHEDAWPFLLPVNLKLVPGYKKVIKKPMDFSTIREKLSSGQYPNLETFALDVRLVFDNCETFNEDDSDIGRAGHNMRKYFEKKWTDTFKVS
#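 BAZ2B 50 nM plus b-H3(5-23)K14Ac 50 nM, PBS pH 7.4/0.01% Tween-20, 30 min RT; compound added (max 110 uM), 30 min RT; streptavidin donor/Ni-chelate acceptor beads 10 ug/mL final, 20 min dark; AlphaScreen read.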
# BLM helicase inh – Bloom syndrome helicase (human) inhibition | recombinant BLM DNA unwinding, fluorescence dequenching | Potency, µM (top dose mostly 56.1 µM), for the others: top-dose activity change, negative = inhibition, most hits filed as inhibitors | actives 0.2% (n = 350,000) | AID 2528;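 further: plate controls were vehicle for no effect and no enzyme for full effect; nearly all actives have a fitted effect of over 35% in size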
# Active calls of the source: *; ? = inconclusive; / = not tested or not shown; [ ] = dose if it differs, or a comment. The call rests on the fitted dose curve; in most records, active means well fitted curve in the direction sought with a large enough effect; inconclusive means small, poorly fitted or top-dose-only effect, or another doubt; inactive means no such curve, though single readings can be large; an effect the other way counts as inactive or inconclusive. Potency means the concentration at half of the fitted maximal effect. Not all compounds are listed; the hit share may differ from the screen's.
SMILES,POLK inh,APEX1 inh,POLB inh,POLI inh,G9a inh,Apoferritin bind,Pol eta inh,BAZ2B block,BLM helicase inh
O=C(COC(=O)c1cc(S(=O)(=O)N2CCCC2)ccc1O)NCCc1ccccc1,3%,5%,/,-19%,?,/,7%,-4%,/
O=C(c1ccccc1[N+](=O)[O-])N(CCc1ccccc1)Cc1ccccc1,6%,16%,16%,32%[activator],51%,-23%,-13%,?,-10%
Clc1cccc(-c2nc3nc4ccccc4nc3n2Cc2ccccc2)c1,6%,18%,31%,29%,5%,0%,-12%,-7%,0%
CC(=O)Nc1cccc(N=NN2CCCCC2)c1,-3%,-8%,7%,34%[activator],22µM*,-10%,-8%,-28%,-3%
O=C1CCCN1c1ccc(N2CCCC2=O)cc1,-12%,16%,0%,1%,13%[59 µM],-5%,8%,8%,0%
Cc1cc(C)c(/C=C/c2onc(C)c2S(=O)(=O)N2CCC(C(=O)NCc3ccccc3Cl)CC2)c(C)c1,-20%[60.1 µM],/,4%,34%[activator],2%[59 µM],2%,-23%,-14%,-4%
CC(C)(C)c1ccc(S(=O)(=O)N2CCC(O)(c3ccc(Cl)cc3)CC2)cc1,2%,-10%,-16%,16%,-43%[59 µM],-1%,-19%,-2%,-19%
Cc1ccc(C2N(c3ccc(Cl)cc3)C(=O)N3CCCN23)cc1 (stereo unspecified),3%,6%,-18%,60%[activator],-6%,-1%,-23%,-14%,-11%
CCN(C(=O)CSc1nnnn1-c1ccccc1OC)C1CCS(=O)(=O)C1 (stereo unspecified),-8%,1%,/,-8%,-21%,/,-8%,-6%,/
CS(=O)(=O)N(CC(=O)N1CCCCCC1)Cc1ccc(Cl)cc1,-8%,3%,13%,0%[58.9 µM],9%[59 µM],-17%,-1%,-7%,-1%
CCC(C)(C(=O)NC1CCCCC1)N(Cc1ccco1)C(=O)Cc1cccs1 (stereo unspecified),11%,4%,35%,-12%,?,-6%,-12%,-3%[57.1 µM],3%
CCN(c1ccc(C)c(C)c1)S(=O)(=O)c1c(C)[nH]c(=O)[nH]c1=O,2%,20%,20%,-3%,17%[59 µM],-1%,0%,15%,0%

# Look-ups from the results shown:
# For POLI inh, `O=C(c1ccccc1[N+](=O)[O-])N(CCc1ccccc1)Cc1ccccc1` is listed with 32%[activator]
# For APEX1 inh, `CCN(c1ccc(C)c(C)c1)S(=O)(=O)c1c(C)[nH]c(=O)[nH]c1=O` is listed with 20%
# For POLK inh, `CCC(C)(C(=O)NC1CCCCC1)N(Cc1ccco1)C(=O)Cc1cccs1` (stereo unspecified) is listed with 11%

# Random excerpt: 2 entries already listed.
SMILES,POLK inh,APEX1 inh,POLB inh,POLI inh,G9a inh,Apoferritin bind,Pol eta inh,BAZ2B block,BLM helicase inh
CCC(C)(C(=O)NC1CCCCC1)N(Cc1ccco1)C(=O)Cc1cccs1 (stereo unspecified),11%,4%,35%,-12%,?,-6%,-12%,-3%[57.1 µM],3%
Clc1cccc(-c2nc3nc4ccccc4nc3n2Cc2ccccc2)c1,6%,18%,31%,29%,5%,0%,-12%,-7%,0%

# The results go on.
SMILES,POLK inh,APEX1 inh,POLB inh,POLI inh,G9a inh,Apoferritin bind,Pol eta inh,BAZ2B block,BLM helicase inh
Cn1c(SCC(=O)N2c3ccccc3Sc3ccccc32)nnc1-c1ccco1,-2%,13%,0%,23%,?,4%,-22%,-7%,0%
CCOC(=O)N1CCN(C(=O)c2ccc(N(Cc3ccccc3)S(C)(=O)=O)cc2)CC1,-11%,1%,11%,12%,10%[59 µM],-11%,-7%,-4%,-4%
Cn1c(C(C(=O)NCC2CCCO2)N(CCc2ccccc2)C(=O)Cn2nnc3ccccc32)nc2ccccc21 (stereo unspecified),-7%,-10%,-17%,-14%,-8%,1%,-11%,-6%,-2%
Cc1cccn2c(=O)c3cc(C(=O)NCC4CCCO4)c(=N)n(C4CCCC4)c3nc12 (stereo unspecified),0%,-3%,10%,34%[activator],23%,74%[activator],?,0%,30%
O=C(CSc1nnnn1-c1ccccc1)NCCCN1CCCC1=O,-11%,51%,/,1%,/,/,-6%,/,/
CNc1c(N)n(Cc2ccccc2)c(=O)[nH]c1=O,-6%,-1%,-4%,6%,?,-14%,-15%,-2%,-9%
CC(C)NC(=O)NC(=O)CSc1ncc(C(F)(F)F)cc1Cl,-3%,-2%,-19%,11%,1%[59 µM],-18%,-15%,16%,-3%
CC1c2cc3c(cc2CCN1C(=O)c1cccc(Cl)c1)OCCCO3 (stereo unspecified),4%,0%,1%,3%,?,-13%,-11%,-9%,-5%
Cc1ccccc1Nc1cc(C(=O)NCc2cccs2)c2ccccc2n1,-12%,/,26%,8%,18%[59 µM],157%[activator],-17%,/,-14%
O=C(Cn1c(=O)oc2cc(S(=O)(=O)N3CCCC3)ccc21)Nc1ccc(C(F)(F)F)cc1,-10%,-2%,?,?,-14%[59 µM],-15%,?,-10%,-14%
CS(=O)(=O)c1cccc(C(=O)Nc2ccc(-c3nc4ccccc4[nH]3)cc2)c1,-12%,43%,9%,?,-31%,0%,-11%,0%,1%
Cc1noc(C)c1-c1ccc2ncnc(N(C)C)c2c1,-5%[60.1 µM],-2%,/,/,7%[0.501 µM],/,/,/,7%

# G9a inh: entries above that show a hit
Compound | POLK inh | APEX1 inh | POLI inh | G9a inh | Apoferritin bind | Pol eta inh | BAZ2B block | BLM helicase inh
CC(=O)Nc1cccc(N=NN2CCCCC2)c1 | -3% | -8% | 34%[activator] | 22µM* | -10% | -8% | -28% | -3%

# Further entries
SMILES,POLK inh,APEX1 inh,POLB inh,POLI inh,G9a inh,Apoferritin bind,Pol eta inh,BAZ2B block,BLM helicase inh
Cc1nn(C(=O)Cn2ccc([N+](=O)[O-])n2)c(C)c1Br,-13%,0%,35%,-10%,6%,?,-4%,?,0%
Cc1c(NS(=O)(=O)c2ccc(Cl)cc2)c(=O)n(-c2ccccc2)n1C,0%,/,-2%,20%,9%[59 µM],5%,-17%,5%,-1%
O=c1[nH]cc(-c2ccccc2)c(=O)[nH]1,4%,-1%,5%,12%,-1%,8%,-2%,-6%,-7%
O=C(CSc1nnnn1-c1ccccc1)Nc1nsc(-c2ccccc2)n1,-4%,4%,3%,-8%,8%[59 µM],-7%,-1%,-1%,1%
CCn1c(=S)sc2c(=O)n(CC(=O)Nc3ccccc3OC)c(C)nc21,-12%,-10%,-2%,18%,24%[59 µM],-6%,-1%,-12%,-5%
COc1ccc(-c2nc(CN3CCN(c4ccccc4OC)CC3)c(C)o2)cc1,-12%,-1%,25%,62%[activator],/,-13%,-11%,-37%,-1%
COc1ccccc1/C=N/NC(=O)NC12CC3CC(CC(C3)C1)C2,-2%,2%,-25%,44%[activator],23%[2.33 µM],-13%,-19%,-5%,-7%
COc1ccc(S(=O)(=O)NCC(c2ccco2)N2CCN(c3ccc(F)cc3)CC2)cc1 (stereo unspecified),-10%[60.1 µM],/,3%,-3%,?,29%,-6%,?,-8%
O=C(Oc1ccc(-c2cnc3ccccc3n2)cc1)c1cc([N+](=O)[O-])ccc1Cl,-4%,5%,13%,?,28µM*,-12%,-9%,-12%,-3%
Cc1cccc(NC(=O)CC2SC(=O)N(c3ccccc3)C2=O)c1 (stereo unspecified),-19%,1%,22%,1%,?,?,-3%,-37%,0%
CCOc1ccc2ccccc2c1/C=N\NC(=O)OC,0%,-1%,-2%,20%,23%,41%[activator],-9%,5%,3%
Cc1cccc(C)c1NC(=O)COc1ccc2c(C)c(Cc3ccccc3)c(=O)oc2c1,-10%,-10%,19%[57.1 µM],128%[activator],20%,4%,-4%,3%,4%
COc1ccc(CCNC(=O)c2cc(-c3ccc(C)cc3)nc3n[nH]c(-c4ccccc4)c23)cc1OC,0%[60.1 µM],/,14%,-11%,11%[59 µM],?,-14%,6%,1%
O=C(CCCN1C(=O)c2ccccc2C1=O)Nc1nccs1,4%,-3%,1%,8%,?,-4%,-7%,-2%,0%
O=C1CC(c2ccco2)CC(O)=C1C=NCCN1CCN(C(=O)Nc2ccc(Cl)cc2)CC1 (stereo unspecified),-13%,2%,-19%,7%,11%[59 µM],9%,-17%,-33%,-1%
CCOc1ccc(S(=O)(=O)N/N=C(\C)c2ccc3c(c2)OCO3)cc1,-3%,3%,41%,33%,/,-12%,-22%,-37%,-3%
COc1ccc(NS(=O)(=O)c2cccc3cccnc23)cc1Cl,0%,-21%,55%,-6%,-8%,0%,-5%,-4%,-11%
O=C(O)[C@H](CSCc1ccccc1)NS(=O)(=O)c1ccc(F)cc1,5%,-6%,25%,7%,10µM*,5%,-3%,-5%,5%
CC(NC(=O)Cn1cc(C(=O)C2CC2)c2ccccc21)c1ccccc1 (stereo unspecified),-4%,0%,?,8%,16%[59 µM],-9%,-9%,9%,0%
Cc1ccc(-c2cc(C(=O)O)n(Cc3ccccc3)n2)cc1,-23%,/,2%,-7%,-8%[59 µM],-4%,/,/,0%
CCCc1cc(=O)oc2cc(OCC(=O)Nc3ccccn3)ccc12,-21%,-14%,32%,?,/,-1%,5%,-8%,-7%

# Compound profiles (already shown). Order of screens: POLK inh | APEX1 inh | POLB inh | POLI inh | G9a inh | Apoferritin bind | Pol eta inh | BAZ2B block | BLM helicase inh
# O=C(CSc1nnnn1-c1ccccc1)Nc1nsc(-c2ccccc2)n1 across the screens: -4% | 4% | 3% | -8% | 8%[59 µM] | -7% | -1% | -1% | 1%
# CS(=O)(=O)c1cccc(C(=O)Nc2ccc(-c3nc4ccccc4[nH]3)cc2)c1 across the screens: -12% | 43% | 9% | ? | -31% | 0% | -11% | 0% | 1%
# CCN(C(=O)CSc1nnnn1-c1ccccc1OC)C1CCS(=O)(=O)C1 (stereo unspecified) across the screens: -8% | 1% | / | -8% | -21% | / | -8% | -6% | /
# O=C(COC(=O)c1cc(S(=O)(=O)N2CCCC2)ccc1O)NCCc1ccccc1 across the screens: 3% | 5% | / | -19% | ? | / | 7% | -4% | /
